Source: PubChem (National Center for Advancing Translational Sciences (NCATS))
aSyn yeast inh = rescues yeast growth from alpha-synuclein toxicity; hit rate 0.14% among 370,000; Potency, µM (highest dose often 46.1 µM), without a hit: top-dose growth rescue (activation), actives largely listed as activators; Yeast expressing alpha-synuclein, growth rescue, BacTiter-Glo, 24 h; note: potency is the fitted concentration of half-maximal effect; % of control where 0% means no effect; nearly all actives have a fitted effect of over 65% in size
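Screening used galactose-induced yeast with toxic alpha-synuclein levels, exposed to compound for 24 hr at 30 deg C. Cell growth, read with BacTiter-Glo luminescence, gave the measured signal.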
Abeta yeast res = restores growth of yeast expressing A-beta42 peptide; yeast expressing A-beta42, growth rescue, OD600, 48 h; response scale: 0% DMSO, 100% iron-clioquinol control; Potency, µM (doses to about 46.1 µM), inactives show top-dose growth rescue, usual class: activators; hit rate 0.063% among 410,000; note: potency is the fitted concentration of half-maximal effect; nearly all actives have a fitted effect of over 55% in size
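Yeast A-beta toxicity model in growth medium with pinned compounds, 48 h at 30 C; growth read as absorbance at 600 nm. Normalized to FeCl3/clioquinol equimolar mix (positive) and DMSO (negative).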
FUS yeast rescue = rescues growth of FUS-expressing yeast; S. cerevisiae FUS-expressing, growth rescue, OD600, 24 h; AID 1347120; Potency, µM (highest dose often 76.6 µM), for the others: at the highest dose growth rescue (activation), hits mostly activators; hit rate 0.24% among 390,000;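 note: potency is the fitted concentration of half-maximal effect; plate controls were DMSO vehicle for no effect and reference control for full effect; nearly all actives have a fitted effect of over 55% in size; some results filed as inactive show a strong effect at the top dose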
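Yeast expressing FUS under galactose induction, OD 0.005 in 2% galactose medium; compounds in a dilution series, 24 h at 30C. Growth rescue by absorbance at 600 nm; CP55940 positive control, DMSO negative.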
D3 antag = D3 dopamine receptor (human) antagonism. P35462. D3R cells, DiscoveRx beta-arrestin luminescence, antagonist mode; hits give low values. max response, negative = inhibition, %. hit rate 2.5% among 360,000; in the data active = max response below about -50%; inconclusive = no clear call, values can overlap the other calls; note: % is set by controls: 0 for no effect and ±100 for the full control effect; mostly tested at two doses, the higher about 12 µM
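Cells plated overnight at 1500 cells/well, then exposed to library compounds with dopamine controls for 90 minutes at 37 degrees C. DiscoveRx reagent added for 30–60 minutes at room temperature; luminescence read, quantitative HTS format.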
D3 ag = activates the human D3 dopamine receptor; D3R DiscoveRx beta-arrestin cells, luminescence, 90 min; P35462; hit rate 0.58% among 410,000; max activation, %; in the data active = max activation above about 30%; note: 0% is about no effect; mostly tested at two doses, the higher about 12 µM
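Cells at 1500/well, incubated overnight, then treated with pinned compounds (dopamine as control) for 90 min at 37 degrees C. DiscoveRx reagent added for 30 - 60 minutes at room temperature; luminescence read.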
EPAC2 antagonist = blocks human EPAC2 exchange factor. EPAC2 GEF exchange of Rap1B-BODIPY-GDP, fluorescence. hit rate 0.18% among 360,000. AID 720708. Potency, µM (top dose mostly 114 µM), for inactives: at the top dose activity, negative = inhibition, most hits filed as inhibitors. Q8WZA2; note: potency is the fitted concentration of half-maximal effect; % is set by controls: 0 for no effect and ±100 for the full control effect; nearly all actives have a fitted effect of over 45% in size; many of its hits are not listed in these tables
Target sequence (Q8WZA2 whole entry, looked up): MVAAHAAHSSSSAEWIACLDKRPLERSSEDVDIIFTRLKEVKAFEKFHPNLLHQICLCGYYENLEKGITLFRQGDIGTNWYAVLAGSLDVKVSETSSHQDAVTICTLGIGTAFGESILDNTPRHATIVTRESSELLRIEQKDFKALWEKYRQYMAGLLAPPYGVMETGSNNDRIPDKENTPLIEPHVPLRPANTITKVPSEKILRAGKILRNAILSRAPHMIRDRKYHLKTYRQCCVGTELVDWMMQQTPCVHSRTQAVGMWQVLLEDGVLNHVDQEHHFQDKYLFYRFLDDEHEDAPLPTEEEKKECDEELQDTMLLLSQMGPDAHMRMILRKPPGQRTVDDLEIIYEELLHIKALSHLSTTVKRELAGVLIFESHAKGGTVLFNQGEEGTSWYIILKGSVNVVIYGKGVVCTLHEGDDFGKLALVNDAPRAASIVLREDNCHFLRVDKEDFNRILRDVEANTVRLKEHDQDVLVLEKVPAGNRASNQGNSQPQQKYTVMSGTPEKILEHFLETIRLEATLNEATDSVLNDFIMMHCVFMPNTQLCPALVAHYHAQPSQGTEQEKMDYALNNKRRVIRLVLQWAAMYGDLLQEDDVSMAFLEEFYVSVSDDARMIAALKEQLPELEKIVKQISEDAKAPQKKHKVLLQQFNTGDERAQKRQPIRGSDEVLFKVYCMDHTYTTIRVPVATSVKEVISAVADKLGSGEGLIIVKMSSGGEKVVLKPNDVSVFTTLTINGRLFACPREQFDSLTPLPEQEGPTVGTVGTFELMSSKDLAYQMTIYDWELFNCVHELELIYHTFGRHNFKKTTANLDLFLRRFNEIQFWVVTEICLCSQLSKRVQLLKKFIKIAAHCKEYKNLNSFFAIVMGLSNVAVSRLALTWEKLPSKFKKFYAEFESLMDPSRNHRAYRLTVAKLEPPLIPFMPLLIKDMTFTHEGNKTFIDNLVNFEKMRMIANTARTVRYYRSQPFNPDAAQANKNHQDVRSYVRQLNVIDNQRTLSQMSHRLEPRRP
EPAC2 agonist = EPAC2 (human) agonism; EPAC2 activation, biochemical qHTS; response scale: 100% = 6.5 mM cAMP response; Potency, µM (doses to about 154 µM), inactives show top-dose activation, most hits filed as activators; hit rate 0.079% among 360,000; AID 720711; note: potency is the fitted concentration of half-maximal effect; nearly all actives have a fitted effect of over 50% in size
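Nucleotide exchange monitored as fluorescence drop when BODIPY-GDP leaves Rap1B. Reaction: 100 nM EPAC2, 250 nM RAP1B-BODIPY-GDP, 50 uM GDP, room temperature, kinetic read over 30 min. Activity expressed relative to 6.5 mM cAMP.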
TDP-43 yeast inh = rescues yeast growth from TDP-43 toxicity | Potency, µM (highest dose often 46.1 µM), inactives show at the highest dose growth rescue (activation), hits mostly activators | TDP-43 expressing yeast growth rescue, BacTiter-Glo, 24 h | hit rate 1.8% among 410,000; note: potency is the fitted concentration of half-maximal effect; % of control where 0% means no effect; nearly all actives have a fitted effect of over 50% in size
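Luminescence from BacTiter-Glo reports growth of TDP-43-expressing yeast after 24 hr at 30 deg C with compound. Cells were raffinose-pregrown to mid-log, then seeded in galactose medium at OD600=0.02.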
* marks the source's active call; other numbers are inactive results; ? = inconclusive; · = not tested or not shown; & = joins results of further samples. Unless noted, calls come from the whole dose curve; as a rule, active = well fitted curve in the direction sought with a large enough effect; inconclusive = small, poorly fitted or top-dose-only effect, or another doubt; inactive = no such curve, though single readings can be large; an effect the other way counts as inactive or inconclusive. Only part of the results is shown; count on the stated rates, not on these rows.

structure | EPAC2 antagonist | EPAC2 agonist | TDP-43 yeast inh | D3 antag | D3 ag | FUS yeast rescue | Abeta yeast res | aSyn yeast inh
Cc1nc(SCC(=O)N2CCN(C(=O)c3cccs3)CC2)c2c(C)c(C)sc2n1 | 11% | -1% | -4% | 0 | 23 | 9% | 9% | 20%
CC1(C)CC(=O)C(C2(O)C(=O)N(Cc3ccccc3)c3ccccc32)CO1 (stereo unspecified) | 0% | 7% | 9% | -28 | -7 | -2% | 27% | -9%
COc1ccc(Cc2nc3ccc(C(=O)NCCSC)cc3o2)cc1 | -13% | 9% | 0% | 0 | 1 | -5% | -1% | 11%
COc1ccc(Cl)cc1NC(=O)CSc1ccc2nnc(CCNS(=O)(=O)c3ccccc3)n2n1 | · | · | 13% | · | 9 | -9% | -7% | ·
COc1ccc(C)cc1NC(=O)C(Sc1nnc(Nc2cc(C)ccc2OC)s1)c1ccccc1 (stereo unspecified) | -13% | -1% | 21% | -5 | -9 | ? | 11% | 12%
NC(=O)NCCCC(=O)NCC(c1ccccc1Cl)c1c[nH]c2ccccc12 (stereo unspecified) | -27% | -3% | 25% | 19 | -1 | -15% | 5% | 2%
CCOC(=O)C1CCN(C(=O)CN2C(=O)c3cccnc3Oc3ccc(C)cc32)CC1 | -7% | 12% | -20% | 0 | 0 | 28% | -7% | -14%
Cc1ccc(C(=O)N/N=C\C2CC=CCC2)cc1[N+](=O)[O-] (stereo unspecified) | 6% | 8% | 19% | -14 | -9 | 9% | 6% | -1%
CC(C)c1nnc(NC(=O)c2cc3cc(Br)ccc3oc2=O)s1 | 4% | -7% | 2% | 11 | 3 | 6% | -3% | 9%
O=C(O/N=C1\CCS(=O)(=O)c2sccc21)C1CC1 | 1% | 7% | 4% | -3 | 3 | 9% | -8% | 3%
CNS(=O)(=O)c1cccc2cccnc12 | 4% | -2% | -6% | 7 | 2 | · | 4% | 4%
O=C(O)c1ccc(-n2nncc2-c2ccccc2)cc1 | 15% | 16% | -23% | -1 | -1 | 1% | -11% | -5%
COc1ccccc1/C=C/c1nc(C#N)c(N2CCCCCC2)o1 | · | · | 13% | · | -14 | -1% | -31% | ·
COc1ccc(C(=O)OCC(=O)c2ccc3c(c2)NC(=O)CO3)cc1S(=O)(=O)N1CCOCC1 | 4% | 0% | -12% | 23 | 11 | -32% | -1% | 5%
COc1ccc(S(=O)(=O)N2c3ccccc3OCC2CC(=O)O)cc1 (stereo unspecified) | 4% | 3% | -5% | -4 | -9 | -16% | -7% | -1%
COc1ccc([N+](=O)[O-])cc1NC(=O)C(C)Sc1ccc(C)cc1 (stereo unspecified) | -5% | 6% | 13µM* | ? | -8 | · | 4% | 9%
NC(=O)C1(NC(=O)[C@@H]2CC3(CC(c4cccc(NC(=O)[C@@H]5CCC(=O)N5)c4)=NO3)CN2C(=O)Cc2ccc(Cl)cc2)CC1 (stereo partly specified) | 13% | 2% | 4% | -24 | -1 | 5% | -9% | 1%
COc1cccc(-c2ccc(NC(=O)C3CCCN(Cc4cnn(C)c4)C3)cc2)c1 (stereo unspecified) | 1% | -1% | -13% | -12 | 7 | 10% | -17% | 17%
CCOC(=O)c1cccc(NC(=S)N2CCN(c3ncc4c(=O)c(C(=O)O)cn(CC)c4n3)CC2)c1 | 2% | -7% | 18% | 1 | -10 | -20% | 2% | 2%
O=C(O)CNC(=O)C(CS)Cc1ccccc1 (stereo unspecified) | 0% | 0% | 20% | -6 | 1 | -20% | -9% | 5%&0%

Among those listed so far, these contain a COOH group:
structure | EPAC2 antagonist | EPAC2 agonist | TDP-43 yeast inh | D3 antag | D3 ag | FUS yeast rescue | Abeta yeast res | aSyn yeast inh
O=C(O)c1ccc(-n2nncc2-c2ccccc2)cc1 | 15% | 16% | -23% | -1 | -1 | 1% | -11% | -5%
COc1ccc(S(=O)(=O)N2c3ccccc3OCC2CC(=O)O)cc1 (stereo unspecified) | 4% | 3% | -5% | -4 | -9 | -16% | -7% | -1%
CCOC(=O)c1cccc(NC(=S)N2CCN(c3ncc4c(=O)c(C(=O)O)cn(CC)c4n3)CC2)c1 | 2% | -7% | 18% | 1 | -10 | -20% | 2% | 2%
O=C(O)CNC(=O)C(CS)Cc1ccccc1 (stereo unspecified) | 0% | 0% | 20% | -6 | 1 | -20% | -9% | 5%&0%

More records follow.
structure | EPAC2 antagonist | EPAC2 agonist | TDP-43 yeast inh | D3 antag | D3 ag | FUS yeast rescue | Abeta yeast res | aSyn yeast inh
CCC(O)c1nc2ccccc2n1Cc1cc(C)ccc1C (stereo unspecified) | · | · | 8% | · | -3 | 14% | -2% | ·
COc1cc(OC)cc(C(=O)NC(C(=O)NCCN(C)C)C23CC4CC(CC(C4)C2)C3)c1 (stereo unspecified) | 8% | -6% | 26% | -22 | -6 | 27% | 7% | -10%
NC(=O)C1CCN(S(=O)(=O)c2cc3c(cc2Cl)NC(=O)CO3)CC1 | · | · | 6% | · | 6 | 8% | 3% | ·
CC(C)OCC(O)CN1CCN(CCN2C(=O)c3cccc4cccc(c34)C2=O)CC1 (stereo unspecified) | -3% | 10% | -3% | 5 | -6 | -13% | -10% | 1%
Cc1cc(O)c(C(C)C)cc1NC(=O)Nc1ccc([N+](=O)[O-])cc1 | -22% | 6% | 0% | 0 | 1 | 9% | -4% | 5%
COCCn1c(=O)[nH]c2cc(C(=O)NC(C)C)ccc2c1=O | 24% | 4% | 4% | -22 | 4 | 29% | 0% | -8%
CC1CCCCC1NS(=O)(=O)c1ccc2c(c1)CC(=O)N2C (stereo unspecified) | -4% | -2% | 19% | 7 | -6 | 6% | 4% | 0%
COc1ccccc1CCNC(=O)C(=O)NCC1OCCN1S(=O)(=O)c1ccc(Cl)cc1 (stereo unspecified) | -3% | 19% | 12% | -14 | -2 | 30% | 7% | 4%
O=C(NCc1ccccc1)C(c1cccc2ccccc12)n1c(=O)c(-c2cc3ccccc3[nH]2)nc2ccccc21 (stereo unspecified) | -8% | 2% | 27% | 24 | 4 | ? | ? | -1%
Cc1cccc(OCC(O)Cn2ccnc2C)c1 (stereo unspecified) | 4% | 7% | -8% | -25 | -4 | -22% | -12% | -6%
CCn1cc(CCCC(=O)NCc2ccc(OC)cc2)c2ccccc21 | -16% | 10% | ? | 3 | 2 | 22% | 3% | 2%
CCOC(=O)C1=C(C)NC2=C(C(=O)CCC2)C1c1ccc(O)c(OCC)c1 (stereo unspecified) | 8% | 7% | 8% | 21 | 4 | · | -6% | -3%
COc1ccc(S(=O)(=O)Nc2cccc3c2O[C@H](CN(C)S(=O)(=O)c2ccc(OC)cc2)[C@@H](C)CN([C@H](C)CO)C3=O)cc1 | -11% | -7% | 19% | 0 | 9 | 44% | 3% | -2%
CCN(CC)CCCNC(=O)Cn1ncc2c3ccccc3n(Cc3ccccc3)c2c1=O | · | · | 16% | · | -4 | -15% | 0% | ·
COc1cccc(N=C2SC(C(=O)Nc3cccc(Cl)c3)CC(=O)N2C)c1 (stereo unspecified) | · | · | 0% | · | 4 | -4% | -1% | ·
CCC1CCCCN1CCCNC(=O)C1CCC(CNS(=O)(=O)c2c(C)cc(C)cc2C)CC1 (stereo unspecified) | 2% | 12% | 4% | -13 | -5 | 16% | 9% | -6%
Cc1ccc(S(=O)(=O)N2CCN(C(=O)COC(=O)CSc3ccccc3)CC2)c(C)c1 | -9% | 4% | 0% | -3 | 4 | 19% | 9% | -1%
CN(C)C(=O)c1ccc(NC(=O)COC(=O)CC23CC4CC(CC(Br)(C4)C2)C3)cc1 | -17% | 9% | -7% | -3 | -8 | 30% | -4% | 0%
Cc1ccc2nc(N3CCN(C(=O)c4ccc(F)cc4)CC3)c(C#N)cc2c1 | -17% | 10% | ? | -5 | 7 | 43% | -39% | -2%
Cc1nn(Cc2ccc(Cl)cc2)c(C)c1NC(=O)C1CC=CCC1C(=O)O (stereo unspecified) | 20% | 7% | 2% | -19 | 4 | 4% | 31% | 4%
CCc1ccc(OCC(=O)Nc2ccc(S(=O)(=O)Nc3ccccn3)cc2)cc1 | -1% | -5% | -11% | 4 | -7 | 4% | 4% | 1%
Fc1ccc(-c2cc(C(F)(F)F)nc(-n3cc(Cl)cn3)n2)cc1 | -5% | 1% | 5% | -11 | 3 | -18% | -13% | -2%
Cc1ccc(S(=O)(=O)N2CCC(C(=O)NC3CC3)CC2)cc1 | 1% | 1% | -14% | -22 | -4 | -1% | -3% | -3%
Cc1ccccc1CSCC(=O)NC(=O)NCc1ccco1 | -6% | 10% | 16% | 8 | 10 | ? | 5% | 0%
O=C(NCc1n[nH]c(=S)n1-c1ccc(Br)cc1)c1ccc(S(=O)(=O)N2CCCC2)cc1 | -1% | 9% | 19% | -7 | -4 | 16% | 1% | -1%
O=C(Nc1ccc(CN2CCCCC2)cc1)Nc1ccccc1Cl | -9% | 5% | 8% | -52* | -28 | 10% | -5% | -9%
COc1cc(OC)c(NC(=O)c2c(N3CCCC3=O)c3cc(C)ccc3n2C)cc1Cl | · | · | 20% | · | 9 | -4% | -14% | ·
COCCNc1ncnc2c1ncn2[C@H]1CN(Cc2ccccc2)C[C@@H](CO)O1 | -3% | 8% | 23% | 0 | 3 | -17% | -7% | -10%
CC1=C(C/C=C(\C)CCC[C@H](C)CCC[C@H](C)CCCC(C)C)C(=O)c2ccccc2C1=O | 2% | -11% | 0% | 0 | 21&10 | -7% | -6% | 0%
O=C(N/N=C/c1cc(Br)cc(Cl)c1O)c1ccc2c(c1)OCO2 | 5% | 1% | 6.3µM* | -18 | 17 | -12% | 1% | 5.6µM*
COc1ccccc1N1CCN(C(=O)c2ccc(Cl)c(S(=O)(=O)NCc3ccco3)c2)CC1 | 0% | 10% | 5% | 4 | 0 | 21% | 1% | 0%
Cc1cc(NC(=O)CSc2nccn2-c2ccc(F)cc2)no1 | -6% | -3% | 20% | 22 | -5 | -2% | -3% | 9%
CCC1CCCCN1CCCNC(=O)c1c(O)nc2c(C)cccn2c1=O (stereo unspecified) | 2% | 10% | -18%&-18% | 0 | 0&9 | 5%&-5% | 1%&-9% | 6%
